PMI act hi M6P: PMI (human) activation, high substrate; activation factor at 20 µM; P34949; coupled PMI enzyme assay, resazurin fluorescence, 20 min; active compounds read high; 1 = untreated enzyme, 0 = substrate-free blank; 190,000 compounds, 0.34% hits;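 active = activation factor of 2 or more at 20 µM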
Target sequence (P34949 whole entry, looked up): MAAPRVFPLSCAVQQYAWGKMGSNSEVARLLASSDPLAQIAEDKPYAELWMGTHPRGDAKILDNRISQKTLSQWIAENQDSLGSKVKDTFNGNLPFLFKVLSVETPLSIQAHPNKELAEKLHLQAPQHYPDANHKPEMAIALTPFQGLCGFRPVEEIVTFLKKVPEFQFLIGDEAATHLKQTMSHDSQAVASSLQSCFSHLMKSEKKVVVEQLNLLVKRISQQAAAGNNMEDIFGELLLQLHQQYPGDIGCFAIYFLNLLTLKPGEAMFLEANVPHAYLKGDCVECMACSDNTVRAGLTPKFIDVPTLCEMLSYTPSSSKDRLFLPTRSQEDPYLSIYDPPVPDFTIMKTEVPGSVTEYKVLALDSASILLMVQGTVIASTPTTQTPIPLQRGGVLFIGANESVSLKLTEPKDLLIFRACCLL
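Material: human phosphomannose isomerase with PGI, G6PDH, diaphorase coupling enzymes / Reagent: Man-6-P substrate 1.0 mM / Dosing: single compound dose of 20 µM, 1% DMSO final / Incubation: enzyme reaction with compound 20 min at room temperature / Signal: resorufin fluorescence (Ex 544/Em 590 nm) from resazurin via diaphorase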
TNAP inh hi DEA: TNAP (human) inhibition, high acceptor; P05186; purified TNAP, CDP-star luminescence, 1 M DEA; inhibition, % at 20 µM; 200,000 compounds, 0.03% hits; AID 1135;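 active = over 50% inhibition of tissue-nonspecific alkaline phosphatase at 20 µM in the single-dose screen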;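 also: plate controls were DMSO wells for no effect and EDTA-quenched wells as full inhibition for full effect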
Target sequence (P05186 whole entry, looked up): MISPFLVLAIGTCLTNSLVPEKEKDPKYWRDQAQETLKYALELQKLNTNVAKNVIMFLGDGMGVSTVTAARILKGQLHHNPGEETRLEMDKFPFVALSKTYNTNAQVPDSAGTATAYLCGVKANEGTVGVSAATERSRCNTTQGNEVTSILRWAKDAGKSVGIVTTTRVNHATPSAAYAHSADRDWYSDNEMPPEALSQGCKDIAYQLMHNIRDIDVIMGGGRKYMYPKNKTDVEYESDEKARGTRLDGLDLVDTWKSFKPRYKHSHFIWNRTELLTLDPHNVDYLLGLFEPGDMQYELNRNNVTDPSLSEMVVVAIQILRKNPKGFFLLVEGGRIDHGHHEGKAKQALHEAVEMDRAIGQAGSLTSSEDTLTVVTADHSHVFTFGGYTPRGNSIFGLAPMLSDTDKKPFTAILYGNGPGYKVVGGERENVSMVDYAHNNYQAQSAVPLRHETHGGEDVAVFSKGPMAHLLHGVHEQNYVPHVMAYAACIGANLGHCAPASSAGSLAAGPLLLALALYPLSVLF
Efa HMGR inh: E. faecalis class II HMG-CoA reductase inhibition; purified E. faecalis HMGR, NADPH absorbance 340 nm kinetic; inhibition, % at 10 µM; 190,000 compounds, 0.41% hits;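 active = inhibition above a set limit, the median over all tested compounds plus 3 SD, cut at about 9.5% in these data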;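 also: enzyme runs in reverse so mevalonate oxidation gives rising NADPH absorbance; 0% = complete reaction with DMSO and 100% = background rate lacking mevalonate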
S1P3 antag: S1P3 (human) receptor antagonism. CHO S1P3 NFAT-BLA reporter, FRET fluorescence, antagonist mode. 170,000 compounds, 0.27% hits. AID 485. inhibition, % at 4.98 µM. Q99500;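 active = inhibition above the plate cutoff, the mean inhibition of test wells on that plate plus 3 SD, cut at about 28% in these data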;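 also: cells challenged with S1P at its EC80 of 0.8 µM; blue over green emission ratio from cleaved BLA substrate after 4 h stimulation; 0% = S1P-stimulated wells and 100% = unstimulated DMSO-only wells; some compounds past the cut are filed as inactive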
RAM inhibit: yeast RAM network inhibition | S. cerevisiae dse1pr::URA3 reporter, 5-FOA growth OD615, 2 d; analog-sensitive cbk1-as2 kinase mutant strain | AID 868 | 190,000 compounds, 1.8% hits | inhibition, % at 50 µM;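 active = inhibition above a set limit, 3 SD over mean compound inhibition, cut at about 8.4% in these data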;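 also: 0% = DMSO-only wells with no growth and 100% = 10 µM 1-NA-PP1 full growth; inhibition rescues growth on 5-FOA so higher OD means more RAM inhibition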
Lmaj promast: Leishmania major promastigote growth inhibition. Leishmania major promastigotes, resazurin fluorescence viability. inhibition, % at 10 µM. 200,000 compounds, 9% hits; in the data active = inhibition above about 50%;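 also: promastigotes grown with compound for 44 hours at 28 °C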
TNAP inh no acc: inhibitors of human TNAP without phosphate acceptor; P05186; purified TNAP, CDP-star luminescence, 30 min; inhibition, % at 20 µM; 200,000 compounds, 0.26% hits; AID 1012;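 active = tissue-nonspecific alkaline phosphatase inhibition above about 50% at 20 µM in the single-dose screen, limit read from the data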;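 also: 0% = DMSO negative control and 100% = EDTA positive control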
PMI act: increases human mannose-6-phosphate isomerase activity; AID 1214; P34949; activation factor at 20 µM; 190,000 compounds, 0.005% hits; purified human PMI, coupled resazurin fluorescence, 20 min; active compounds read high; 1 = vehicle control, 0 substrate-free wells;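 active = activation factor of 2 or more at 20 µM, relative to plate controls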
Redox H2O2 prof: compounds producing H2O2 with reducing agent – biochemical, NIH compound library profiling, artefact control for MLSCN library redox annotation, primary screen. DTT-dependent redox cycling H2O2, phenol red/HRP absorbance; 100% = 100 µM peroxide control, 0% = buffer. activation, % at 10 µM. 200,000 compounds, 0.03% hits;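 active = activation of at least 50% relative to the plate's high and low controls in the primary single-dose screen; inactive = activation below 50%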;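 also: compound incubated with DTT at 0.8 mM final as the reducing agent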
Hsp70 activator: Hsp70 transcriptional activation, primary screen; HeLa Hsp70 promoter luciferase reporter, luminescence; scaled: vehicle 0, proteasome-inhibitor control 100%; activation, % at 10 µM; 200,000 compounds, 0.04% hits; AID 1203;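 active = activation above the mean across all tested compounds plus 3 SD, cutoff set per campaign, cut at about 5.5% in these data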;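 also: 100% = MG132 at 30 µM as the positive control and 0% = DMSO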
Active calls of the source: *; . = no result given.

No.	canonical_smiles	PMI act hi M6P	TNAP inh hi DEA	Efa HMGR inh	S1P3 antag	RAM inhibit
1	COC(=O)c1cn(C(=O)c2cccs2)c2ccccc12	1	-5	-2	4	0.7
2	CCS(=O)(=O)N1CCCC(C(=O)NCc2cccnc2)C1 (stereo unspecified)	1	-5	0	-29	3.2
3	COCCNC(=O)C(c1ccc(C)o1)N(C(=O)c1snc(C(N)=O)c1N)c1ccc(C)c(C)c1 (stereo unspecified)	1	-1	-4	-28	0.7
4	COc1ccccc1CCc1nnc(CCC(=O)NC(C)Cc2ccsc2)o1 (stereo unspecified)	1	-11	0	3	-0.6
5	CC1CCCCN1S(=O)(=O)c1ccc(N(C(=O)c2cnccn2)C(C(=O)NC2CCCCC2)c2cccs2)cc1 (stereo unspecified)	0.8	-3	-11	10	1.0
6	COc1cccc(CNC(=O)C2=C(C)C(=O)OC23CCC(C)CC3)c1 (stereo unspecified)	0.7	7	8	.	0.0
7	O=[N+]([O-])c1cccc(-c2cc3cccc[n+]3cc2-c2cccc([N+](=O)[O-])c2)c1	1.1	-1	-2	1	0.6
8	O=C(c1cc(-c2cccs2)on1)N1CCOCC1	0.9	-2	5	-13	0.3

No.	Lmaj promast	TNAP inh no acc	PMI act	Redox H2O2 prof	Hsp70 activator
1	-9	-8	1	2.3	-0.2
2	4	-10	1.1	-3.1	-0.7
3	10	-6	0.9	0.1	0.0
4	0	-10	0.9	0.9	0.1
5	14	-2	0.8	0.1	0.3
6	15	2	1	2.4	-0.2
7	0	-7	1	-0.5	0.2
8	-6	-7	1	1.0	0.0

(further entries)
No.	canonical_smiles	PMI act hi M6P	TNAP inh hi DEA	Efa HMGR inh	S1P3 antag	RAM inhibit
9	Cc1ccc(-c2cc(C(=O)Nc3c(C)n(C)n(-c4ccccc4)c3=O)no2)cc1	1	-2	-4	-16	2.2
10	CCC(=O)c1ccc(OCC(O)CN2CCN(c3ccc(F)cc3)CC2)cc1 (stereo unspecified)	1	-8	-2	.	2.0
11	Cc1ccc(C(=O)CC2(O)C(=O)N(C)c3ccc(Br)cc32)c(C)c1 (stereo unspecified)	0.9	-3	-6	12	0.3
12	COc1ccc(CSc2nnc(N)s2)cc1F	0.9	-3	-3	4	0.3
13	Cc1ccc(OC(=S)Nc2ccc(F)cc2)cc1	1	-4	-1	.	0.6
14	Cc1nnc(SCC(=O)N/N=C/c2ccc(-c3ccc(C)c(Cl)c3)o2)s1	1	3	-3	-13	1.0
15	O=c1c(Cl)c(O)c2cccc3c4ccccc4n1c23	1.1	0	1	-9	0.1
16	C/C(N)=C(/C#N)C(=O)COC(=O)c1cc(-c2ccccc2)nc2ccc(Br)cc12	1	0	-4	6	3.8

No.	Lmaj promast	TNAP inh no acc	PMI act	Redox H2O2 prof	Hsp70 activator
9	42	-3	1	0.3	-0.1
10	-4	-14	0.9	-4.8	0.0
11	-4	-4	0.9	-0.6	0.0
12	-6	-5	1	2.5	0.4
13	21	-13	1	1.5	0.1
14	4	-1	0.9	0.6	-0.1
15	-3	-4	0.8	0.2	-0.1
16	-5	-3	1	-0.4	0.7

The list goes on:
No.	canonical_smiles	PMI act hi M6P	TNAP inh hi DEA	Efa HMGR inh	S1P3 antag	RAM inhibit
17	COc1cccc(CNc2cnc3ccccc3c2)c1O	0.7	-1	-1	.	0.4
18	CN(C)c1ccc(/C(=N\O)C(F)(F)F)cc1	1.1	-8	3	-7	0.7
19	CCOC(=O)c1sc(NC(=O)c2ccc(Cl)s2)cc1C	0.9	-2	-6	40	0.0
20	COc1ccc(CNC(=O)CSc2nnc(Cn3nnc4ccccc43)n2C)cc1	1	-1	-9	.	2.6
21	c1ccc(-c2noc(CSc3nnnn3-c3ccccc3)n2)cc1	1	-4	-6	0	2.7
22	CCCC12CN3CC(C)(CN(C1)C3c1ccco1)C2=O (stereo unspecified)	1.2	-8	-3	-19	-0.8
23	COC(=O)Cc1ccc(NC(=O)c2ccccc2Cl)cc1	1	-1	-2	-4	2.6
24	CCOC(=O)c1c[nH]c(=O)c(Br)c1O	1.1	-3	1	13	0.8

No.	Lmaj promast	TNAP inh no acc	PMI act	Redox H2O2 prof	Hsp70 activator
17	2	-6	0.8	1.1	0.0
18	-9	-3	1.1	3.3	0.0
19	-8	-12	0.9	-0.9	0.0
20	-4	-5	1	0.2	-0.4
21	-6	-11	0.9	-1.6	0.0
22	7	3	1.2	-1.1	-0.3
23	-6	-9	1	0.1	0.0
24	-7	-4	1	-0.2	-0.5

Further structures.
No.	canonical_smiles	PMI act hi M6P	TNAP inh hi DEA	Efa HMGR inh	S1P3 antag	RAM inhibit
25	CC1CC(C)CN(c2oc(-c3ccccc3Cl)nc2C#N)C1 (stereo unspecified)	1	-3	-1	-12	6.2
26	O=c1c(=Nc2ccccc2O)c(=O)c2ccccc12	0.5	-1	-5	-2	0.4
27	CC(NC(=O)CC(c1ccccc1)c1cc(Cl)ccc1O)c1ccccc1 (stereo unspecified)	0.9	-6	-2	-9	-0.4
28	CCCCN(CC)CCCNC(=O)c1ccc(CSc2nc3ccncc3[nH]2)cc1	1.1	-1	1	-14	1.2
29	O=C(NCCN1CCN(C(=O)Nc2ccccc2)CC1)Nc1ccccc1	1	-3	1	12	2.8
30	O=c1oc2ccccc2cc1-c1csc(Nc2nc3ccc(F)cc3s2)n1	0.9	1	-3	-4	0.5
31	COc1ccc2sc(C)nc2c1NC(C)=O	0.9	-6	3	-31	1.5
32	Cc1cccc(C(=O)NC2CCN(S(=O)(=O)c3ccccc3)CC2)c1	0.9	-4	-6	-21	1.8

No.	Lmaj promast	TNAP inh no acc	PMI act	Redox H2O2 prof	Hsp70 activator
25	-7	-10	1	5.7	-0.2
26	-2	-7	0.9	0.0	0.0
27	98*	-13	1	0.6	-0.4
28	-5	3	1.1	-0.2	-0.2
29	-7	4	1	-0.4	-0.3
30	44	-6	1	0.2	-0.2
31	12	-16	1	1.4	-0.1
32	-8	-9	1.1	0.6	-0.1

Following part
No.	canonical_smiles	PMI act hi M6P	TNAP inh hi DEA	Efa HMGR inh	S1P3 antag	RAM inhibit
33	CCCC(=O)NC(=S)Nc1ccc(NC(=O)c2cccs2)cc1	1	-4	-4	.	0.8
34	CN(C)c1nc2c(c(=O)[nH]c(=O)n2C)n1Cc1ccc(F)cc1	1	0	-6	-4	-0.3
35	COc1cc2c(cc1OC)C1C(C(=O)Nc3ccccc3N3CCN(C)CC3)c3ccccc3C(=O)N1CC2 (stereo unspecified)	1	-1	2	-4	1.8
36	Cc1ccc2[nH]c3c(c2c1)CN(C(=O)CN1CCN(c2cccc(C)c2C)CC1)CC3	1	0	-1	-1	-1.1
37	Cc1ccc(N(C(=O)Cn2nnc(-c3cccs3)n2)C(C(=O)NC2CCCC2)c2ccncc2)cc1 (stereo unspecified)	1.1	-6	-2	.	1.5
38	N#CCc1c(C#N)c(N)nc(N2CCCC(O)C2)c1C#N (stereo unspecified)	0.5	0	1	4	3.3
39	O=C(NCc1ccc(F)cc1)C1Cc2ccccc2CN1C(=O)c1ccco1 (stereo unspecified)	1	-5	-2	2	0.3
40	CSCC[C@@H](C(=O)NCc1cccs1)N1Cc2ccccc2C1=O	1.1	-11	-5	.	1.6

No.	Lmaj promast	TNAP inh no acc	PMI act	Redox H2O2 prof	Hsp70 activator
33	-2	-10	0.9	1.3	0.0
34	-1	2	1	-2.1	-0.2
35	6	3	1.1	-2.6	-0.2
36	66*	-5	0.9	0.8	2.7
37	-8	1	1.2	3.5	-0.1
38	0	9	0.9	-0.4	0.0
39	-4	-10	1	-0.2	-0.2
40	-3	-19	1	-1.9	-0.4

(continued)
No.	canonical_smiles	PMI act hi M6P	TNAP inh hi DEA	Efa HMGR inh	S1P3 antag	RAM inhibit
41	O=C(Nc1cc(Cl)ccc1N1CCOCC1)c1cnccn1	0.9	-4	-6	.	0.0
42	COc1cccc(C(=O)NCCSc2ccc(Br)cc2)c1	1	2	-2	-10	0.7
43	COc1ccc(N(CC(=O)O)S(=O)(=O)c2ccc(OC)c(OC)c2)cc1	1.1	-1	2	.	1.9
44	COc1ccccc1[C@@H]1C(c2cccc(Cl)c2)=NN(c2ccccc2)[C@H]1C(=O)N1CCOC1=O	0.8	-9	-6	1	7.5
45	Cc1cc(C)nc(NS(=O)(=O)c2ccc(-n3cccc3)cc2)n1	1	1	0	-16	2.3
46	CC(=O)C1=C(Nc2ccc(C)cc2)CC(C)(O)C(C(C)=O)C1c1ccco1 (stereo unspecified)	0.9	1	0	7	2.6
47	Cc1ccc2c(c1)C(c1ccc(F)cc1)N(C(=O)c1cc3ccccc3oc1=O)CC(=O)N2 (stereo unspecified)	0.9	-1	-2	-5	0.7
48	O=C1CC(=O)N2N=C(c3ccc([N+](=O)[O-])cc3)SC2=N1	1	-3	-1	-14	1.0

No.	Lmaj promast	TNAP inh no acc	PMI act	Redox H2O2 prof	Hsp70 activator
41	-8	-9	1	0.9	-0.2
42	1	-4	1.1	-0.7	-0.2
43	-16	0	1.1	0.4	-0.6
44	8	-9	0.9	1.7	-0.3
45	2	-9	1	1.8	-0.4
46	-2	-7	0.9	0.4	0.1
47	3	-5	0.9	-0.7	0.8
48	-4	-6	1	-0.3	-0.3

The final three compounds of the part above are carried over, then new ones follow:
No.	canonical_smiles	PMI act hi M6P	TNAP inh hi DEA	Efa HMGR inh	S1P3 antag	RAM inhibit
46	CC(=O)C1=C(Nc2ccc(C)cc2)CC(C)(O)C(C(C)=O)C1c1ccco1 (stereo unspecified)	0.9	1	0	7	2.6
47	Cc1ccc2c(c1)C(c1ccc(F)cc1)N(C(=O)c1cc3ccccc3oc1=O)CC(=O)N2 (stereo unspecified)	0.9	-1	-2	-5	0.7
48	O=C1CC(=O)N2N=C(c3ccc([N+](=O)[O-])cc3)SC2=N1	1	-3	-1	-14	1.0
49	Cc1cc(C)cc(OCC(=O)Nc2ccccc2N2CCCCC2)c1	0.8	0	-3	.	6.1
50	CCOC(=O)N1CCN(c2ccc(S(=O)(=O)N(Cc3ccccc3)Cc3ccccc3)cn2)CC1	0.8	-5	-7	21	7.2
51	Cc1c(NC(=S)NC(C)(C)C)c(=O)n(-c2ccccc2)n1C	0.9	-4	-3	-11	1.2
52	S=C(Nc1ccccc1)N1CCN(C(=S)c2ccccc2)CC1	0.8	-4	2	1	0.5
53	Cc1cc(NC(=O)c2ccco2)ncc1NC(=O)CCc1ccccc1	0.7	-7	-7	-30	0.8
54	FC(F)(F)c1ccc2c(c1)NCC1CCCN21 (stereo unspecified)	0.8	-6	1	-13	1.1
55	CCCCn1c(=S)[nH]c2cc(S(=O)(=O)N3CCCCC3)ccc21	1	-5	0	.	0.4

No.	Lmaj promast	TNAP inh no acc	PMI act	Redox H2O2 prof	Hsp70 activator
46	-2	-7	0.9	0.4	0.1
47	3	-5	0.9	-0.7	0.8
48	-4	-6	1	-0.3	-0.3
49	-5	-5	0.9	0.1	-0.2
50	31	-5	0.8	1.4	0.0
51	-2	-11	0.9	0.1	0.0
52	9	-2	0.9	0.4	-0.2
53	0	-10	0.9	1.9	-0.3
54	5	-13	0.8	-1.6	-0.2
55	96*	-1	0.9	0.0	0.4

Source: PubChem
